HKDC1 inhibitor = blocks human hexokinase HKDC1 activity | inhibition, % at 20 µM | AID 493160 | recombinant HKDC1, G6PDH/diaphorase resazurin coupled fluorescence | Q2TB90 | actives 0.16% (n = 340,000);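 active = inhibition above about 35% when tested at 20 µM, limit read from the data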;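 note: plate controls were DMSO wells with enzyme for no effect and DMSO wells lacking enzyme for full effect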
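Test system: recombinant HKDC1 (HK5) hexokinase enzyme, produced in-house; Amount: enzyme 5 µg/mL final; Buffer or medium: Tris pH 8.0 buffer with MgCl2, Tween-20, BSA, BME; Reagent: glucose and ATP substrates; Doses: 20 µM test compound, 1% DMSO; Incubation: 90 min reaction incubation at room temperature, dark; Detection: resorufin fluorescence at 613 nm.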
SENP1 inh = inhibitors of human SENP1 SUMO protease catalytic domain; recombinant SENP1 catalytic domain, CyPet-SUMO1-YPet FRET cleavage; inhibition, % at 10 µM; actives 0.21% (n = 360,000); AID 624204;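 active = inhibition at least 30% at 10 µM, raw YFP signal under a set limit, fluorescence ratio 0.5 to 1.5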;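 note: 0% = enzyme with DMSO and 100% = no enzyme wells; some results filed as inactive read as strong as hits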
Target sequence (Q9P0U3 419-644 limits assumed): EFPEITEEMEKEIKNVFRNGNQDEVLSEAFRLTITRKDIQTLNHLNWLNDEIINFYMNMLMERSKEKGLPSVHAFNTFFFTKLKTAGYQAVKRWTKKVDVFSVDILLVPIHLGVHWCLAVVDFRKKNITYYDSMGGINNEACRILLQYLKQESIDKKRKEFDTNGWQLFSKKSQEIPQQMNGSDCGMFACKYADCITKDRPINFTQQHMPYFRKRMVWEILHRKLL
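Assay system – human recombinant His6-tagged SENP1 catalytic domain enzyme · Input – SENP1 enzyme, 20 pM final · Buffer or medium – Tris pH 8 buffer plus EDTA, NaCl, BME, BSA, NP40, catalase · Schedule – 50 min reaction at room temperature · Technique – FRET read of cyan and yellow fluorescence · Control set – no-enzyme wells low, DMSO-plus-enzyme wells high control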
SENP8 block-1 = SENP8 (human) protease inhibition; actives 0.64% (n = 360,000); AID 602440; inhibition, % at 20 µM; recombinant SENP8, Nedd8 substrate fluorescence; Q96LD8; in the data active = inhibition mostly above about 40%, no sharp cut-off; inactive = mostly below about 27%
Target sequence (Q96LD8 whole entry, looked up): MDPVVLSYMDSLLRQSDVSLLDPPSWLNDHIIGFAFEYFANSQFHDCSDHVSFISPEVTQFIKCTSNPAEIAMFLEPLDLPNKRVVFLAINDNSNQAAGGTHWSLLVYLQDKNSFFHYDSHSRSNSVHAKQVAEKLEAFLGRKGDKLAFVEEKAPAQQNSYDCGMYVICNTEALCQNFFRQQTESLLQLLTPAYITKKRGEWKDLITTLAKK
SENP8 block-2 = SENP8 protease inhibition. Q96LD8. purified SENP8, Z-RLRGG-aminoluciferin cleavage, luminescence. inhibition, % at 10 µM. actives 1.2% (n = 330,000). AID 2540; in the data active = inhibition above about 50%
SENP6 block = SENP6 protease inhibition | Q9GZR1 | Recombinant SENP6 catalytic domain, aminoluciferin luminescence | inhibition, % at 10 µM | actives 1.8% (n = 330,000) | AID 2599;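 active = inhibition above about 50% at the single tested dose, limit read from the data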;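 note: plate controls were DMSO wells with enzyme for no effect and DMSO wells lacking enzyme for full effect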
Target sequence (Q9GZR1 628-1112 limits assumed): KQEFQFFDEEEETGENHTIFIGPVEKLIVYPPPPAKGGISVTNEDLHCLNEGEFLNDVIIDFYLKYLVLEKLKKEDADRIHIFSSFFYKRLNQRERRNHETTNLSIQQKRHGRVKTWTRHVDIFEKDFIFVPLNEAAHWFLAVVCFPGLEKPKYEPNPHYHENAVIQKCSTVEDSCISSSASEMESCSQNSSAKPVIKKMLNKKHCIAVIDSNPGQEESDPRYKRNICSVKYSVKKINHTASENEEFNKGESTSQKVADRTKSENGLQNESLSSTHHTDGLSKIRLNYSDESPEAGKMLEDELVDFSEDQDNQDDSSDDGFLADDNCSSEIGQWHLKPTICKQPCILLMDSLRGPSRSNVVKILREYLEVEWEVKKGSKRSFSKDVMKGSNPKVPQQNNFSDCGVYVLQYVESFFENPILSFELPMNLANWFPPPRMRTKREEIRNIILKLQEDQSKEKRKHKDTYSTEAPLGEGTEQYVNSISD
NALP3 yeast inh = NALP3 inhibition in yeast. actives 0.39% (n = 330,000). AID 2825. inhibition, % at 10 µM. Yeast reconstituted NLRP3/ASC/caspase-1, beta-gal luminescence, 24 h;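 active = inhibition of 50% or more; inactive = inhibition below 50%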;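 note: plate controls were induced DMSO wells for no effect and uninduced yeast grown without galactose for full effect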
Apaf1 inhib = inhibitors of human Apaf-1 apoptosome; O14727; actives 0.71% (n = 330,000); inhibition, % at 20 µM; reconstituted apoptosome caspase-3 activity, DEVD-Rh110 fluorescence; active = inhibition of at least 40% at 20 µM;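 note: plate controls were DMSO wells for no effect and DEVD-CHO caspase inhibitor wells for full effect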
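Material: biochemical Apaf-1 apoptosome reconstitution. Medium: Hepes buffer, pH 7.5. Also added: cytochrome c activation, bis-DEVD rhodamine 110 substrate. Timing: 30 min compound preincubation, 50 min activation, room temperature. Measured by: rhodamine 110 fluorescence at Ex 480/Em 540 nm.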
PfGluPho inh = PfG6PD (Plasmodium falciparum) enzyme inhibition | AID 504690 | inhibition, % at 20 µM | actives 0.78% (n = 350,000) | PfGluPho enzyme, NADPH resazurin-diaphorase fluorescence;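 active = inhibition reaching at least a set limit at 20 µM in the primary screen, cut at about 59% in these data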;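 note: 0% = DMSO wells with substrate and 100% = DMSO wells lacking glucose-6-phosphate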
SENP7 block = SENP7 protease inhibition. recombinant SENP7, Z-RLRGG-aminoluciferin luminescence, 40 min. inhibition, % at 5 µM. actives 1.5% (n = 330,000);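 active = inhibition above about 50% at the single test dose, limit read from the data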;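 note: plate controls were DMSO with enzyme for no effect and no enzyme buffer wells for full effect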
Starred values were filed as active, the others as inactive; . = no result given. Compounds as they come; any-hit rate near 4.1%.

SMILES	HKDC1 inhibitor	SENP1 inh	SENP8 block-1	SENP8 block-2	SENP6 block	NALP3 yeast inh	Apaf1 inhib	PfGluPho inh	SENP7 block
CNS(=O)(=O)c1cc(N)ccc1C	-3	5	4	5	0	0	10	-6	6
O=C(NCCC1=CCCCC1)C(=O)NCc1ccccc1	-14	-1	27	-12	-4	27	-1	5	-13
Cc1ccc(CNC(=O)c2ccc(COc3ccccc3)cc2)cc1	8	2	3	0	5	26	2	-13	1
O=C(Cc1ccc(Cl)c(Cl)c1)Nc1ccc2[nH]c(=O)[nH]c2c1	4	-11	-80	-2	27	8	-29	9	0
COCCCNC(=S)Nc1ccc(CC(=O)O)cc1	-10	1	9	5	9	11	-3	3	3
CCc1nn(-c2ccccc2)c(N)c1C#N	-7	0	2	-11	-8	0	-1	-3	-3
Cn1c(SCC(=O)N2CCCc3ccccc32)nnc1-c1ccccc1	-11	-2	5	-2	-16	5	-8	-5	0
CN(C)CCN1CC(O)=C(c2nc3ccccc3s2)C1=N	-3	-135	-167	-1	-6	5	-20	-4	3
COc1ccc(S(=O)(=O)N2CCCCC2)cc1C(C)C	2	0	23	2	-15	11	16	-7	1
COc1cc(N=Nc2ccc(C)cc2S(N)(=O)=O)c(C)cc1N	2	4	49*	.	.	.	.	-1	.
CC(CCc1ccc(O)cc1)N1CCC(Oc2ccc(C(=O)N3CCCC3)cc2)CC1 (stereo not given)	1	-3	10	-1	-11	10	-9	6	-1
Cc1cc(C(=O)NC2CCCN(Cc3ccccc3F)C2)n[nH]1 (stereo not given)	-3	1	1	-2	-6	6	5	-1	-4
O=C(CCC1CCCC1)NCc1ccccn1	2	0	28	1	2	5	-1	-12	-1
O=C1CCC/C(=N/Nc2ccc(Cl)cc2)C1	5	-5	19	2	10	16	11	14	-5
C=CCn1c(-c2ccc(OC)cc2)nc2nc3ccccc3nc21	-4	-24	-259	3	-2	19	0	6	-2
CCOC(=O)N1CCN(C(=O)Cc2c(C(=O)O)n(C)c3ccccc23)CC1	-5	1	7	-2	-8	6	3	-19	1
COc1cc2c(c(O)c1OC)-c1c(cc(OC)c(OC)c1OC)C[C@@H](C)[C@@H](C)C2	-2	-1	10	-1	4	6	14	-1	6
O=C(Nc1ccc2c(c1)OCO2)c1ccc(S(=O)(=O)NCC2CCCO2)cc1 (stereo not given)	-5	4	11	-7	-11	21	6	8	10
CCC(C)NC(=O)CO/N=C/c1ccc(C(=O)OC)cc1 (stereo not given)	2	1	22	-2	-6	-38	4	-10	-4
Cc1ccc(CNC(=O)C2CCCN(c3ncnc4c3nc3n4CCCCC3)C2)cc1 (stereo not given)	2	5	12	3	0	2	3	6	-2
O=[N+]([O-])c1cccc(S(=O)(=O)N2CCN(S(=O)(=O)N3CCOCC3)CC2)c1	-7	2	16	0	-22	15	-6	-9	-7
COc1ccc(-n2cnnc2SCC(=O)NC2CCCc3ccccc32)cc1 (stereo not given)	-3	2	3	-12	-33	12	11	-9	1
Cc1cccc2cc(CN(Cc3ccco3)C(c3nnnn3CCc3ccccc3)C(C)C)c(=O)[nH]c12 (stereo not given)	4	-1	-19	-6	-10	12	13	15	10
CCc1ccc([C@@H]2CC=C(C(=O)O)[C@H](c3ccc(Cl)cc3)N2S(=O)(=O)c2ccc(C)cc2)cc1	13	1	23	14	7	6	30	-12	-6
CCN(CC)c1ccc(/C=N/OC(C)C(=O)Nc2ccc(C)cc2)cc1 (stereo not given)	1	2	-310	-11	-10	24	27	13	-4
Cc1ccc(F)cc1CNC(=O)C1CCC(=O)N(C2CC2)C1 (stereo not given)	-7	2	9	-4	-7	9	1	-7	11
O=C(CNC(=O)c1ccc(F)cc1)N/N=C/c1cccnc1	-4	1	15	1	-5	6	-3	15	4
c1cn(-c2ncnc3sc4c(c23)CCCC4)cn1	4	2	-32	-1	-10	-15	-7	-6	5
COC(=O)c1cn(NC(=O)Cc2c(F)cccc2Cl)c(=O)c2ccccc12	-1	1	2	0	9	2	-4	-35	1
O=Cc1c(N2CCN(CCO)CC2)nc2ccccn2c1=O	2	-27	-226	-4	5	15	-15	-5	0
CCCCn1c(/N=C/c2ccccc2NS(=O)(=O)c2ccc(C)cc2)nc2ccccc21	8	-20	-16	.	.	.	.	40	.
CC(=O)Nc1ccc(S(=O)(=O)N(C)CC(=O)NNC(=O)Cc2nc3ccccc3n2C)cc1	-1	0	-42	-1	1	16	-3	10	2
O=c1cc(O)c2c(=O)n(Cc3ccccc3)c3ccccc3c2o1	1	-28	-183	-7	1	41	11	5	7
COCCCn1cnnc1SCC(=O)Nc1ccc(S(=O)(=O)N2CCCC2)cc1	-3	1	12	-7	-14	21	9	1	12
COc1ccc(N2CCN(C(=O)c3cc([N+](=O)[O-])ccc3N3CCN(CCO)CC3)CC2)cc1	-1	2	16	-10	-14	24	-7	-1	-2
CCOC(=O)c1cc(-c2ccc(OC(F)F)cc2)nc2c1c(=O)[nH]c(=O)n2C	3	-2	-290	0	20	17	-11	-5	8
COc1ccc(N(CC(=O)N/N=C(\C)c2ccc(OC)c(OC)c2)S(=O)(=O)c2ccccc2)cc1	-3	1	24	8	4	20	20	8	4
COc1cccc(CNC(=O)c2cc(COc3c(F)cccc3F)on2)c1	-2	-1	9	8	8	24	2	1	5
Cc1cc(=O)n2c(n1)SCOC2	-4	-1	3	1	1	-5	-4	10	1
CCOC(=O)c1[nH]c2cc3c(cc2c1NC(=O)CN1CCCC1)OCO3	0	2	-420	0	-13	11	-18	9	13
COC(=O)C1=C(N)N(c2ccccc2C(F)(F)F)C2=C(C(=O)CCC2)C1c1ccc2c(c1)OCO2 (stereo not given)	1	-1	-30	-2	-8	12	10	-4	-6
Cc1cc(OCC(=O)Nc2ccc3c(c2)OCCO3)ccc1Cl	-2	2	11	-12	17	21	-1	16	-2
COc1c2c(cc(O)c1C(C)=O)OC(C)(C)C=C2	-1	1	22	.	.	.	.	-12	.
CCc1ccc(/C=C2/SC(N3CCOCC3)=NC2=O)cc1	3	-1	6	-2	6	9	-1	30	-2
COc1ccc2c(c1)C(c1ccc(Cl)cc1)NC(=O)C2 (stereo not given)	0	2	5	-1	-1	16	2	-2	-2
CCOc1cc(-c2nc3ccccc3s2)ccc1O	1	-193	-421	4	27	28	-8	8	11
Cc1ccc(S(=O)(=O)N2CCC(C(=O)Nc3nnc(C4CCCC4)s3)CC2)cc1	-9	1	11	5	-6	9	-7	-13	-3
CC(C)CC(COCc1ccc(Cl)cc1)N1CCN(C(=O)c2ccc(Cl)cc2Cl)CCC1=O (stereo not given)	6	0	16	-16	-16	7	36	11	-12
COC(=O)Cc1[nH]nc2c1C(c1c[nH]c3ccccc13)C(C#N)=C(N)O2 (stereo not given)	-3	-28	5	-6	-6	35	6	13	5
Cc1ccc(OC(=S)Nc2ccccc2)c(C)c1	-5	-2	15	-5	-3	4	9	-4	13
CN1c2ccsc2/C(=N/Nc2ccc(F)cc2)CS1(=O)=O	6	-18	-12	-5	0	23	19	38	-2
CCOC(=O)c1ccc(-c2c(-c3ccccc3OC)oc3ccccc23)cc1F	2	2	-468	12	25	11	10	15	5
CCOC(=O)C1CCCN(C(=O)c2ccc(Cn3c(=S)[nH]c4cc(C(=O)OC)ccc4c3=O)cc2)C1 (stereo not given)	1	0	-14	27	24	16	8	-13	35
CN(CC(=O)N1CCN(c2ccc(F)cc2)CC1)S(=O)(=O)c1ccc2c(c1)c(=O)n(C)c(=O)n2C	-12	0	-18	4	11	1	2	4	8
NS(=O)(=O)c1ccc(NC2=CC(c3ccc(F)cc3)N(c3ccc(S(N)(=O)=O)cc3)C2=O)cc1 (stereo not given)	3	-1	0	5	2	4	-7	7	4
CCc1ccc(/C=N/NC(=O)c2ccc(OC3CCCC3)cc2)s1	-5	2	-15	-6	0	6	8	17	-6
Cc1cccc(C(=O)NCC(=O)OCC(=O)N2CCCCC2)c1	-4	2	10	-8	-23	-4	6	-2	-5
CN(C)S(=O)(=O)c1ccc(NC(=O)c2c(F)cccc2Cl)cc1	1	1	23	5	9	16	6	10	9
CC(C)C1CC(O)(C2(O)CCCCC2)ON1 (stereo not given)	0	0	12	-8	-12	2	-3	15	-7
CC1(C)CC(NC(=S)Nc2ccc([N+](=O)[O-])cc2)CC(C)(C)N1	-4	0	16	-2	15	-6	-4	-3	6
(continued)
SMILES	HKDC1 inhibitor	SENP1 inh	SENP8 block-1	SENP8 block-2	SENP6 block	NALP3 yeast inh	Apaf1 inhib	PfGluPho inh	SENP7 block
CC(=O)Nc1nc(C)nc(C)c1C(C)=O	-2	1	19	-4	-10	15	-5	-1	-1
O=C(NCc1cccnc1)c1ccc2c(c1)C(=O)N(Cc1ccccc1)C2=O	-3	1	-1	-8	4	18	5	-14	0
O=C(c1cc2nc(-c3ccccc3)cc(C(F)(F)F)n2n1)N1CCOCC1	-8	0	-118	4	-7	19	-9	9	1
CC(=O)N1c2ccc(C)cc2C(c2ccccc2)CC1C (stereo not given)	4	0	3	-10	-8	-23	3	-8	-2
CCOc1ccc(C(=O)Nc2cc(C)on2)cc1	-8	4	10	13	47	20	-19	-5	54*
O=C(/C=C/c1cc(Br)ccc1F)OCC(=O)N1CCOCC1	-2	-1	-2	-7	-2	1	-1	3	-3
O=C(NCCOc1cccnc1)c1ccc(OC2CCN(Cc3ccccn3)CC2)cc1	.	-5	2	-5	-10	8	6	.	4
CC1Cc2ccccc2N1S(=O)(=O)c1ccc(Cl)nc1 (stereo not given)	-1	5	6	-1	-5	7	-12	7	2
Cc1cc(N2C(=O)C(O)=C(C(=O)c3ccc(C)o3)C2c2cccs2)no1 (stereo not given)	3	-24	-88	-5	-1	-5	4	-10	1
Cc1cccc(CCNC(=O)C2CCC(CNc3c(N4CCCC4)c(=O)c3=O)CC2)c1 (stereo not given)	-5	-2	2	-14	-13	16	3	13	13
COc1ccccc1C(c1nnnn1C(C)(C)C)N1CCN(Cc2ccccc2)CC1 (stereo not given)	-4	0	11	-1	-1	11	-1	10	2
COc1ccc2[nH]c(C)c(C(=O)CN(C)C)c2c1	-5	1	4	2	1	-1	0	-12	0
CCSc1nc2c(cnn2-c2ccccc2)c(=O)n1N	-2	0	-1	-7	4	46	-1	11	12

4 consecutive compounds already listed:
SMILES	HKDC1 inhibitor	SENP1 inh	SENP8 block-1	SENP8 block-2	SENP6 block	NALP3 yeast inh	Apaf1 inhib	PfGluPho inh	SENP7 block
CC(=O)Nc1nc(C)nc(C)c1C(C)=O	-2	1	19	-4	-10	15	-5	-1	-1
O=C(NCc1cccnc1)c1ccc2c(c1)C(=O)N(Cc1ccccc1)C2=O	-3	1	-1	-8	4	18	5	-14	0
O=C(c1cc2nc(-c3ccccc3)cc(C(F)(F)F)n2n1)N1CCOCC1	-8	0	-118	4	-7	19	-9	9	1
CC(=O)N1c2ccc(C)cc2C(c2ccccc2)CC1C (stereo not given)	4	0	3	-10	-8	-23	3	-8	-2
